Ba/F3 V617F tox – reduce viability of Ba/F3 cells dependent on JAK2V617F. Ba/F3 EpoR-JAK2V617F viability, ATP luminescence. inhibition, % at 5.6 µM. 220,000 tested, 1.1% active;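 active = inhibition above the campaign mean plus 3 SD over all tested compounds, cut at about 24% in these data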;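 also: cytokine-independent growth of Ba/F3 cells driven by EpoR plus mutant JAK2; 0% = DMSO-treated cells and 100% = JAK inhibitor I control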
S1P4 antagonist – human S1P4 receptor antagonism | 220,000 tested, 0.26% active | O95977 | inhibition, % at 4.98 µM | S1P4-expressing cells, antagonist mode, reporter read-out; in the data active = inhibition above about 29%;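 also: 0% = wells stimulated with agonist and 100% = vehicle wells without agonist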
PERK inhibitor – blocks human PERK kinase; CHO PERK-DD fusion, SEAP luminescence translation reporter; Q9NZJ5; 220,000 tested, 0.17% active; inhibition, % at 5.6 µM; AID 1416;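 active = inhibition above the mean inhibition of all tested compounds plus 3 SD, set separately per screening campaign, cut at about 2.9% in these data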;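 also: PERK kinase domain activated by AP20187 dimerizer at 100 nM; 0% = DMSO with dimerizer and 100% = rapamycin at 8.4 µM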
Wee1 degr inh – blocks degradation of human Wee1 kinase; AID 1321; HeLa Luc-Wee1K328M stability, luciferase luminescence; 100% = proteasome inhibitor MG132 effect; reporter increase, % at 5 µM; 220,000 tested, 1.2% active; P30291;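 active = activation above the mean of all tested compounds plus 3 SD, set per screening run, cut at about 8.8% in these data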;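 also: cells exposed to compound for 20 h before luminescence read; 0% = DMSO alone and 100% = MG132 at 30 µM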
NPY-Y2 PAM-ag – potentiators or agonists of human neuropeptide Y receptor Y2; AID 1359; P49146; 220,000 tested, 0.45% active; cells expressing NPY-Y2, potentiator/agonist read-out; activation, % at 3.6 µM; in the data active = activation above about 27%;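 also: cells stimulated with NPY near EC25 plus isoproterenol at EC100; 0% = vehicle plus submaximal agonist and 100% = vehicle plus saturating agonist; some results beyond the cut were filed as inactive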
Target sequence (P49146 whole entry, looked up): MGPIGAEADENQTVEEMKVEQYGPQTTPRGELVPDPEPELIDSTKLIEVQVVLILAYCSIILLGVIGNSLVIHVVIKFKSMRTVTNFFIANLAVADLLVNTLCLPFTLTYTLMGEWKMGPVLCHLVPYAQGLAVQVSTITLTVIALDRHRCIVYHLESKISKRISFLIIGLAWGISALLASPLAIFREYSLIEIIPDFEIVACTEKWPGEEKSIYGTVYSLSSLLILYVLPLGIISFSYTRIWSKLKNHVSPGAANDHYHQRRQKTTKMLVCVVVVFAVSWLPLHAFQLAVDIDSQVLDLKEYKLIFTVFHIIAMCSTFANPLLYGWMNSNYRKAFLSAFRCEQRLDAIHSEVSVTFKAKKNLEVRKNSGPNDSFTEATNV
Mdm2 ligase inh – inhibitors of human Mdm2 E3 ubiquitin ligase; Q00987; signal enhancement, % at 5 µM; 210,000 tested, 0.11% active; cell-based MDM2 ubiquitination luciferase reporter, 2 h; 0 = plate control, 100 = twice control, blank-subtracted;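 active = signal enhancement of 30% or more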;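 also: luminescence tracks abundance of the self-degrading MDM2-luciferase fusion protein; higher signal means inhibition of MDM2 E3 ligase activity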
Target sequence (Q00987 whole entry, looked up, the tested form may be a part): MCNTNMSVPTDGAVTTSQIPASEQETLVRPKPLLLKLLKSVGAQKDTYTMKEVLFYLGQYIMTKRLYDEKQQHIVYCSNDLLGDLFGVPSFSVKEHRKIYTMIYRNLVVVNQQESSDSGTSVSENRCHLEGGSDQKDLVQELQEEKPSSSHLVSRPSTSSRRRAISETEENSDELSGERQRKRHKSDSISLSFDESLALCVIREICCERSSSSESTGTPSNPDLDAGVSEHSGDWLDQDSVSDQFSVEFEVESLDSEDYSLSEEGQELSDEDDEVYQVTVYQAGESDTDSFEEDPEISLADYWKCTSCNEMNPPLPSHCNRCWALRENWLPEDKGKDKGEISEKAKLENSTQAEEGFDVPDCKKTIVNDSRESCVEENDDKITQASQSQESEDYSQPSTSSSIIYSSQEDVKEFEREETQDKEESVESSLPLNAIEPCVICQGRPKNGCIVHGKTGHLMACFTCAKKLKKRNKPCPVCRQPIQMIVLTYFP
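Timing – 2 h compound exposure at 37 °C · Assay system – mammalian cells stably expressing self-ubiquitinating, self-degrading MDM2 E3–luciferase fusion · Amount – 2000 cells seeded into each well · Measure – % luminescence enhancement versus blank-corrected plate control mean · Measured by – SteadyLite luminescence, 15 min reagent step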
eIF4E 4G PPI – eIF4E/eIF4G interaction inhibition in translation initiation; TR-FRET eIF4E-eIF4GI(517-606) binding, 2 h; inhibition, % at 21.7 µM; 220,000 tested, 0.37% active;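 active = inhibition above about 30%, limit read from the data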;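 also: 0% = full FRET control wells and 100% = background wells lacking eIF4GI fragment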
S1P4 ag – activates the human S1P4 receptor. 220,000 tested, 0.35% active. S1P4-expressing cell line, agonist reporter assay. O95977. activation, % at 4.98 µM; in the data active = activation above about 11%;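 also: 0% = DMSO vehicle and 100% = reference agonist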
BaF3 parental – reduces parental Ba/F3 cell viability, JAK2V617F counter-screen | CellTiter-Glo ATP luminescence | inhibition, % at 5.6 µM | 220,000 tested, 1.1% active;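 active = inhibition above a per-campaign cutoff, the mean inhibition of all tested compounds plus 3 SD, cut at about 27% in these data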;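 also: 0% = DMSO wells and 100% = JAK Inhibitor I control wells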
* = called active by the depositor; . = not tested or not shown; [ ] = another dose, or the depositor's remark. Not a hit list. Share with any hit: about 4.1%.

SMILES	Ba/F3 V617F tox	BaF3 parental	Wee1 degr inh	NPY-Y2 PAM-ag	PERK inhibitor	S1P4 ag	Mdm2 ligase inh	eIF4E 4G PPI	S1P4 antagonist
CC(=O)NC(CCCNC(=S)NC1CCCCC1)C(=O)O (stereo not drawn)	4	8	-1	-9	0.6	-1.7	-6	-1	-7
CCOc1ccc(C(=O)CSc2nnc3ccccn23)cc1	2	4	3	-7	-0.3	-1.5	-10	-9	5
Cc1cc(C)c(NC(=O)c2cc3c(nc4sccn43)s2)c(C)c1	-1	6	-3	8	-1.5	0.4	-7	7	5
O=C(N/N=C/c1cc([N+](=O)[O-])ccc1Cl)c1cnccn1	-3	6	1	-12	1.0	-2.2	0	5	9
CC(C)(C)NC(=O)CSc1nnc(CN2CCCCCC2=O)n1-c1ccccn1	1	5	-3	2	0.4	1.0	-14	-1	-7
CC(=O)CC(=O)Nc1cccc2c1CCCC2	-2	3	1	-1	-0.2	0.4	-13	-1	-6
O=C(N/N=C/c1ccco1)/C(=C/c1cccc([N+](=O)[O-])c1)NC(=O)c1ccccc1	-4	0	0	-6	-0.2	-1.8	4	9	5
O=C(NCc1ccccn1)C1CCN(S(=O)(=O)N2CCCCC2)CC1	3	6	0	11	-0.4	0.9	-6	2	-8
Nc1nonc1-c1noc(CCCCCN2C(=O)c3ccccc3C2=O)n1	4	4	2	-18	0.4	-0.8	-12	1[fluorescence artefact?]	-8
COc1ccc(N/N=C(\C#N)C(=N)SCc2ccccc2)cc1	0	5	-3	25	1.7	-1.9	-27	-1	13
COc1ccc(N(CC(=O)Nc2c(C)n(C)n(-c3ccccc3)c2=O)S(=O)(=O)c2ccccc2)cc1OC	-1	3	-2	-10	0.5	0.9	4	0[fluorescence artefact?]	-8
Cc1cccc(Nc2nnc(SCC(=O)c3ccc(Br)s3)s2)c1C	-2	4	-1	-9	0.6	1.0	-17	-10	-6
Cc1cc(C)c(C)c(S(=O)(=O)NC2CCN(Cc3ccccc3)CC2)c1C	0	0	-2	-4	0.8	-0.7	-4	1	9
CC(=O)c1cc2c(cc1NS(=O)(=O)c1ccccc1F)OCO2	-6	1	0	7	0.2	-0.7	-8	-1	-4
Cc1ccc(C2=CC(c3ccc(N(C)C)cc3)n3nnnc3N2)cc1 (stereo not drawn)	-3	6	-3	12	0.3	3.6	-10	2[fluorescence artefact?]	-14
COC(=O)C1C(=O)c2c([nH]c(C(=O)OCC3CCCO3)c2C)CC1C (stereo not drawn)	-5	-1	-1	6	-0.1	0.7	-7	2	-5
O=C(O)/C=C/C(=O)NNC(=O)c1ccc(Br)cc1	5	8	-3	5	0.3	0.8	-16	0[fluorescence artefact?]	3
COCCNC(=O)c1ccccc1NC(=O)CN(c1ccc2c(c1)OCO2)S(C)(=O)=O	-2	1	1	1	-0.9	2.5	-22	-2	-14
Cc1ccc2c(C)c(C(=O)N3CCC(N4CCC(C(=O)NC5CC5)CC4)CC3)oc2c1	-1	-2	7	-7	-1.6	0.9	-10	7	3
CC(=O)N1c2ccccc2C(=O)C1N1CCCCC1 (stereo not drawn)	-2	1	5	6	1.2	-1.8	-9	4	0
O=C(N/N=C/C=C\c1ccccc1[N+](=O)[O-])c1cccnc1	-2	2	4	10	0.8	0.5	6	-3	-69
Cc1ccc(OCC(O)Cn2c(=N)n(Cc3ccccc3)c3ccccc32)cc1 (stereo not drawn)	3	9	1	-23	-2.8	-0.1	2	3	16
CCn1c(NC(=O)c2cccs2)nc2ccccc21	0	3	7	-23	-0.9	2.3	-26	15[fluorescence artefact?]	8
COc1ccc(-n2c(Cc3cc(=O)[nH]c(=O)[nH]3)nnc2SCC(=O)NC2CCCC2)cc1	-3	6	-2	-5	0.3	-3.0	-16	-1	-14
Cc1c(C(=O)Nc2ccccc2)oc2c1C(=O)CC(C)(C)C2	-5	4	6	1	-0.6	-1.3	1	-2	-1
c1ccc(-n2nnnc2SCc2cccc3nsnc23)cc1	3	1	0	-18	-0.1	-0.6	-3	4	-3
Cc1cc(OCCN2CCOCC2)ccc1[N+](=O)[O-]	-1	7	0	-1	0.6	-0.3	-6	-3	-17
CC(=O)Nc1ccccc1NC(=O)C/C(C)=N/NC(=O)c1ccncc1	2	4	9.3*	-8	1.0	1.0	-1	3	5
CCOC(=O)/C(N=Nc1ccc(F)cc1)=C(/O)c1ccc([N+](=O)[O-])cc1	-2	1	0	0	0.7	-1.2	-4	-3	-13
COc1ccc2cc(C#N)c(N3CCN(C(=O)c4ccccc4C)CC3)nc2c1	-1	3	-1	2	0.5	-0.9	4	6	4
COC(=O)Cc1ccc(NC(=S)NCCSc2ccc(C)cc2)cc1	5	5	-1	-7	-0.2	-1.2	-10	-2	3
COc1ccc(CNc2nc3nc(C)c(Cl)c(C)n3n2)cc1OC	1	0	-2	-11	-1.5	2.0	.	.	-24
Cc1c(NC(=O)CSc2nnnn2-c2ccc(C(=O)O)cc2)c(=O)n(-c2ccccc2)n1C	-1	10	4	-3	0.3	0.3	1	-1	-8
O=C(C=C1CCN(c2ncc(C(F)(F)F)cc2Cl)CC1)NNC(=O)Nc1ccccc1	-5	3	-3	-6	0.6	1.2	-19	0	-6
Cc1c(NC(=O)c2cc(-c3ccc4c(c3)OCO4)on2)c(=O)n(-c2ccccc2)n1C	-2	1	-1	-8	-0.4	0.8	-10	-10	-21
O=C(CSc1nc2cc(Cl)ccc2o1)Nc1ccc(N2CCOCC2)cc1	1	7	1	-8	0.5	-0.6	-5	2	-4
CC(C)(C)c1cc(NCc2ccccn2)n2ncc(-c3ccc(Cl)cc3)c2n1	-4	-2	1	-6	0.9	0.0	0	5	-11
COc1ccc(NC(=S)N2CCN(C(=O)C3CCCO3)CC2)c(OC)c1 (stereo not drawn)	0	5	0	4	-0.1	-0.7	4	11	-11
CCOC(=O)C1(CCCc2ccccc2)CCN(C(=O)c2cnc(C)cn2)CC1	-3	1	6	-5	0.5	1.7	-1	2	-14
CC1(C)CC(=O)C(C(C2=C(O)CC(C)(C)CC2=O)c2ccco2)C(=O)C1 (stereo not drawn)	1	-1	2	-1	1.3	-1.0	4	14	1
Cc1nc2ccccc2c(=O)n1NC(=O)c1ccco1	-3	5	5	-11	0.5	-0.4	1	2	-11
Cc1onc(-c2ccccc2Cl)c1C(=O)NC(=S)Nc1ccc(C(C)(C)C)cc1	-4	2	2	-31	-2.1	1.5	-12	1	-6
COC(=O)/C(=C\Nc1ccc(OC)cc1)NC(=O)c1ccc(Cl)cc1Cl	2	0	-2	-8	-1.1	-1.6	-10	3	0
Cc1nnc(SCc2cnc(-c3ccccc3)o2)[nH]c1=O	2	5	3	-10	1.1	0.8	-10	2[fluorescence artefact?]	-11
O=C(Cc1ccccc1)Nc1ccccc1C(=O)N1CCCCCC1	1	0	0	-7	-0.2	-0.6	-4	-8	4
O=C(c1ccc(Br)cc1)C1CCc2occc2C1=O (stereo not drawn)	-4	1	1	16	-0.5	0.7	-19	-2	1
Cc1ccc(S(=O)(=O)N(C)c2ccc(OCC(=O)Nc3nc(-c4ccccc4)cs3)cc2)cc1	2	4	1	-7	-0.1	1.8	-7	3	-10
Cc1ccc(/C(N)=N/OC(=O)CCC2CCCC2)cc1	0	2	5	-4	0.7	-1.7	-19	-2	8
Cc1cc(C)c(-c2noc(C(=O)OC(C)(C)C)c2C(=O)OC(C)(C)C)c(C)c1	-6	1	-2	-6	1.1	0.5	-29	-8	7
COc1ccc2nc(NC3=NC(C(=O)Nc4ccc(C)cc4)CC(=O)N3)nc(C)c2c1 (stereo not drawn)	3	8	-1	1	0.1	38*	-16	-5	-15
CN(C(=O)Nc1cnccc1C(F)(F)F)C1CCCCC1	-3	-2	-1	7	1.2	-1.6	6	-3	-1
Cc1ccc(Cl)cc1NC(=O)COC(=O)c1ccccc1O	0	-2	0	-2	0.7	0.7	-10	0	-2
Cc1cc2nc(CCl)cc(=O)n2[nH]1	-3	-2	-4	12	1.6	0.3	-11	1	1
CCOC(=O)CC(/C(C)=N\O)c1ccccc1 (stereo not drawn)	3	4	-1	8	1.4	-1.2	-13	-1[fluorescence artefact?]	13
O=C(CN1CCOCC1)Nc1nc(-c2ccc3c(c2)CCN3S(=O)(=O)c2ccccc2)cs1	3	2	-1	-9	-1.0	-0.7	-14	1	0
O=C(N/N=C/CCc1ccccc1)c1ccc(CN2c3cccc4cccc(c34)S2(=O)=O)cc1	3	5	-3	-8	0.3	4.2	-15	1[fluorescence artefact?]	-7
COc1cccc(C2=NOC(C(=O)Nc3cccnc3)C2)c1 (stereo not drawn)	4	7	-1	-3	1.0	1.0	-11	-7	-11
Cc1cc(C(=O)NCCCn2ccnc2)sc1-c1ccccc1	-1	4	0	12	-0.6	-1.1	2	0	-20
O=C(OCCN1CCN(c2ncc(C(F)(F)F)cc2Cl)CC1)c1ccc(Cl)cc1	-3	0	1	-11	0.6	-2.5	-5	3	-16
COc1ccc(OC)c(NC(=O)C(=O)NNC(=O)C23CC4CC(CC(C4)C2)C3)c1	-1	2	-1	-4	-0.1	0.2	-2	-1	0
O=C(O)C1CCCN(S(=O)(=O)c2ccccc2)C1 (stereo not drawn)	0	1	1	3	1.4	1.9	2	0	-8

Source: PubChem
